UBC13 polyUb: UBC13 polyubiquitin chain formation inhibitors, primary screen, biochemical, TR-FRET, uHTS; Ubiquitin-conjugating enzyme E2 N (Homo sapiens), P61088; inhibition, % at 20 µM; hit rate 0.47% among 330,000; AID 485273, 2010; in the data active = inhibition above about 45%, passing the limit was not always enough; inconclusive = no clear call, values can overlap the other calls
Target sequence (P61088 whole entry, looked up): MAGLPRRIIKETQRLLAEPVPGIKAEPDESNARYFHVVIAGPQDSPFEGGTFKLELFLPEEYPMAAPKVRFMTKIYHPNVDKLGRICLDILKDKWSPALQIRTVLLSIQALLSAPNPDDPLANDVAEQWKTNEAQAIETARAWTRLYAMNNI
SENP8 block-1: human SENP8 protease inhibitors, primary screen, biochemical, fluorescence, Nedd8 protein substrate, uHTS | recombinant SENP8 | AID 602440, 2012 | hit rate 0.64% among 360,000 | Sentrin-specific protease 8 (Homo sapiens), Q96LD8 | inhibition, % at 20 µM; in the data active = inhibition mostly above about 40%, no sharp cut-off; inactive = mostly below about 27%
SENP8 block-2: SENP8 protease inhibitors, primary screen, biochemical, luminescence; hit rate 1.2% among 330,000; purified SENP8, Z-RLRGG-aminoluciferin cleavage; Sentrin-specific protease 8 (Homo sapiens), Q96LD8; AID 2540, 2010; inhibition, % at 10 µM; in the data active = inhibition above about 50%
SENP7 inh: SENP7 protease inhibitors, primary screen, biochemical, luminescence, uHTS; Sentrin-specific protease 7 (Homo sapiens), Q9BQF6; recombinant SENP7, Z-RLRGG-aminoluciferin luminescence, 40 min; inhibition, % at 5 µM; hit rate 1.5% among 330,000; AID 434973, 2010;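 active = inhibition above about 50% at the single test dose, limit read from the data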;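 also: plate controls were DMSO with enzyme for no effect and no enzyme buffer wells for full effect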
Target sequence (Q9BQF6 706-1050 limits assumed): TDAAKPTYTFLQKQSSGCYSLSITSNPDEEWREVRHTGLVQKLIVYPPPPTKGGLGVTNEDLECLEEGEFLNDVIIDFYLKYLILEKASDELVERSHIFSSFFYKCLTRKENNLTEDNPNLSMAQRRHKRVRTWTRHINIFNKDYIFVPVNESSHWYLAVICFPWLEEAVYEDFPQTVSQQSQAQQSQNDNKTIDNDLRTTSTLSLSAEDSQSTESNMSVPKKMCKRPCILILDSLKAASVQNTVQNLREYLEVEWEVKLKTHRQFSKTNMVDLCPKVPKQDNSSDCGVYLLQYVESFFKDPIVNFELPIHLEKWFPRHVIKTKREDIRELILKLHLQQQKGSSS
PfGluPho inh: PfG6PD enzyme inhibitors, primary screen, biochemical, fluorescence intensity, uHTS; glucose-6-phosphate dehydrogenase-6-phosphogluconolactonase (Plasmodium falciparum 3D7); PfGluPho enzyme, NADPH resazurin-diaphorase fluorescence; inhibition, % at 20 µM; hit rate 0.78% among 350,000;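 active = inhibition reaching at least a set limit at 20 µM in the primary screen, cut at about 59% in these data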;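 also: 0% = DMSO wells with substrate and 100% = DMSO wells lacking glucose-6-phosphate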
SENP6 block: SENP6 protease inhibitors, primary screen, biochemical, luminescence, uHTS. Recombinant SENP6 catalytic domain, aminoluciferin luminescence. inhibition, % at 10 µM. hit rate 1.8% among 330,000. AID 2599, 2010;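 active = inhibition above about 50% at the single tested dose, limit read from the data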;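 also: plate controls were DMSO wells with enzyme for no effect and DMSO wells lacking enzyme for full effect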
Target sequence (Q9GZR1 628-1112 limits assumed): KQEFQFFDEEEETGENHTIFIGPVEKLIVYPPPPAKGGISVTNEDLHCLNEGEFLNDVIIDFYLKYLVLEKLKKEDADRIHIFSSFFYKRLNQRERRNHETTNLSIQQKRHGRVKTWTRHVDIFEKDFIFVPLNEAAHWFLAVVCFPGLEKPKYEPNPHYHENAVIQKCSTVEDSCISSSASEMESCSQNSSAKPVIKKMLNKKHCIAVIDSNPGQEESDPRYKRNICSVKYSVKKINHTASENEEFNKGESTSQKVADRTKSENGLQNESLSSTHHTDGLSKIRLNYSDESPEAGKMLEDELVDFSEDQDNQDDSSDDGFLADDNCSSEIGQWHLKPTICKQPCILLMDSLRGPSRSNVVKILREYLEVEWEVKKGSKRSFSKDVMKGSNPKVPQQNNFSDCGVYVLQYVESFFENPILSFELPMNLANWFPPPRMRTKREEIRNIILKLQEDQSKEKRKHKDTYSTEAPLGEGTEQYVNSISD
SENP1 FRET inh: human SENP1 catalytic domain inhibitors, primary screen, biochemical, FRET, uHTS; Sentrin-specific protease 1 (Homo sapiens), Q9P0U3; inhibition, % at 10 µM; hit rate 0.21% among 360,000; recombinant SENP1 catalytic domain, CyPet-SUMO1-YPet FRET cleavage;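 active = inhibition at least 30% at 10 µM, raw YFP signal under a set limit, fluorescence ratio 0.5 to 1.5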;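 also: 0% = enzyme with DMSO and 100% = no enzyme wells; some results filed as inactive read as strong as hits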
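Test system: recombinant human SENP1 catalytic domain, His6-tagged / Medium: pH 8 Tris buffer with EDTA, NaCl, BME, BSA, NP40, catalase / Also added: SUMO1 FRET substrate flanked by Cypet and Ypet, 25 nM / Times: 50 min reaction at room temperature / Signal: FRET, CFP and YFP emission / Control set: no-enzyme low control and enzyme-plus-DMSO high control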
HKDC1 inh: HKDC1 hexokinase inhibitors, primary screen, biochemical, fluorescence, uHTS; Q2TB90; recombinant HKDC1, G6PDH/diaphorase resazurin coupled fluorescence; inhibition, % at 20 µM; hit rate 0.16% among 340,000;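 active = inhibition above about 35% when tested at 20 µM, limit read from the data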;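 also: plate controls were DMSO wells with enzyme for no effect and DMSO wells lacking enzyme for full effect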
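Assay system – recombinant HKDC1 (HK5) hexokinase enzyme, produced in-house · Input – HKDC1 at 5 µg/mL · Reagent – glucose plus 1 mM ATP as hexokinase substrates · Timing – 90 min reaction incubation at room temperature, dark · Measured by – G6PDH/diaphorase-coupled fluorescence, 1 mM NADP, 100 µM resazurin, 525/613 nm · Benchmarks – DMSO-enzyme wells negative, buffer-substituted wells positive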
MIN6 prolif: inducers of MIN6 beta-cell proliferation, primary screen, ATP luminescence, uHTS; hit rate 0.29% among 330,000; proliferation, % at 10 µM; MIN6 cells proliferation, ATPlite luminescence, 48 h; cells starved in 0.2% serum; 100% = growth in 10% serum;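 active = compounds whose signal lies at least 3.5 SD above the mean of all wells on their plate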;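 also: 0% = DMSO-treated cells in low-serum medium and 100% = 10% serum control; some compounds called inactive have numbers as strong as hits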
* marks the source's active call; other numbers are inactive results; i = inactive; u = inconclusive; x = not tested or not shown. Random draw from the library. Share with any hit: about 4%.

SMILES	UBC13 polyUb	SENP8 block-1	SENP8 block-2	SENP7 inh	PfGluPho inh	SENP6 block	SENP1 FRET inh	HKDC1 inh	MIN6 prolif
O=C(NC1CCCC1)C(c1cccs1)N(C(=O)c1ccco1)c1ccc2c(c1)OCCO2 (stereo not drawn)	-5	21	-5	-9	-7	-22	1	2	-1
COc1cc(OC)c2c(=O)c(OC)c(-c3ccc(OC)c(OC)c3)oc2c1	11	10	-14	-10	1	-4	-194	4	1
O=C(Cc1ccc(Cl)cc1)NCCS(=O)(=O)N1CCN(c2ccccc2F)CC1	-3	-6	-8	6	-8	-9	-2	0	-2
COc1ccccc1NC(=O)CSc1nn2c(=O)c(C)nnc2s1	1	13	2	4	-4	2	2	2	0
COc1cc(OC)c(OC)cc1CNC(=O)c1cccc(S(=O)(=O)N2CCc3ccccc3C2)c1	1	12	1	-11	5	5	1	1	-7
FC(F)(F)c1ccc(-c2noc(CN3CCCN(C4CCCCC4)CC3)n2)cc1	1	16	-6	-8	20	-17	-13	4	-4
C[C@H]1CN([C@@H](C)CO)C(=O)Cc2cc(NC(=O)Cc3ccccc3)ccc2O[C@H]1CN(C)C(=O)Nc1cccc2ccccc12	-5	-168	-4	-5	-8	-11	-1	2	-2
COc1ccc(Cc2nnc(NS(=O)(=O)c3ccccc3)s2)cc1	2	-2	-5	-6	-17	-1	-14	4	2
O=C(NC(Cc1cccc(F)c1)C(=O)O)C1CCCCC1 (stereo not drawn)	6	16	0	9	-11	6	3	-6	5
O=C(CNc1cccc(S(=O)(=O)N2CCCC2)c1)Nc1cccc(C(F)(F)F)c1	18	7	0	-5	8	2	1	0	-3
COc1ccccc1NC(=O)Nc1nc(CC(=O)N2CCN(c3ccc(F)cc3)CC2)cs1	10	10	-6	-5	19	-11	1	1	-3
CC1CN(Cc2nc3c(c(=O)[nH]c(=O)n3C)n2CCN2CCOCC2)CC(C)O1 (stereo not drawn)	-8	14	-3	-10	6	-15	1	4	-3
CCc1nnc(NC(=O)C2CCN(c3ncnc4sc(C)c(C)c34)CC2)s1	4	-4	6	-5	2	8	-4	-3	6
COc1cccc(N2CC(C(=O)Nc3nnc(SCc4ccccn4)s3)CC2=O)c1 (stereo not drawn)	-11	8	-13	-4	1	-6	-7	0	3
Cc1c(NC(=O)C2CCN(S(=O)(=O)c3ccccc3)CC2)c(=O)n(-c2ccccc2)n1C	2	19	2	7	15	-16	-1	-5	-1
CN(C)c1ccc(CNC(=O)CN(C)S(=O)(=O)c2cccc3cccnc23)cc1	-2	4	5	5	18	-6	-7	3	3
COC(=O)C1=CN(c2ccc(OC)cc2)C=C(C(=O)OC)C1c1cccc(F)c1	17	i	5	1	13	-9	-77	-1	-2
COC(=O)c1c(C)[nH]c(C(=O)CN2C(=O)C3CC=CCC3C2=O)c1C (stereo not drawn)	-3	-4	-12	-1	-12	-11	-1	-3	-1
O=C(NCC(c1cccnc1)N1CCOCC1)Nc1ccccc1 (stereo not drawn)	6	25	-5	2	-2	13	-1	2	-1
Cc1nnc(SCc2ccc(C(=O)c3ccc(Cl)cc3)o2)n1-c1ccccc1	-7	3	-9	8	-6	-6	-2	0	-1
Cc1cc2cc(C(c3nnnn3Cc3ccco3)N3CCCCC3)c(=O)[nH]c2cc1C (stereo not drawn)	-9	-74	-4	-10	36	-33	-29	-10	-2
Cc1ccc(-n2ncc(C#N)c2/N=C/N(C)C)cc1	6	29	-4	-2	5	-6	3	-6	-1
CCOC(=O)C1C(C)N=C2SCC(=O)N2C1c1cccc(Br)c1 (stereo not drawn)	3	13	10	3	6	5	-3	-6	0
O=C(NN1C(=O)c2ccccc2C1=O)c1ccccc1[N+](=O)[O-]	-12	10	-8	-8	-10	-44	4	0	-2
COc1ccccc1C(=O)NC(=O)COC(=O)c1cnc(C)cn1	-1	6	-10	-6	-15	6	0	-1	-1

Of the compounds above, 2 contain a CF3 group:
SMILES	UBC13 polyUb	SENP8 block-1	SENP8 block-2	SENP7 inh	PfGluPho inh	SENP6 block	SENP1 FRET inh	HKDC1 inh	MIN6 prolif
FC(F)(F)c1ccc(-c2noc(CN3CCCN(C4CCCCC4)CC3)n2)cc1	1	16	-6	-8	20	-17	-13	4	-4
O=C(CNc1cccc(S(=O)(=O)N2CCCC2)c1)Nc1cccc(C(F)(F)F)c1	18	7	0	-5	8	2	1	0	-3

3 entries from above, in CSV form:
canonical_smiles,UBC13 polyUb,SENP8 block-1,SENP8 block-2,SENP7 inh,PfGluPho inh,SENP6 block,SENP1 FRET inh,HKDC1 inh,MIN6 prolif
C[C@H]1CN([C@@H](C)CO)C(=O)Cc2cc(NC(=O)Cc3ccccc3)ccc2O[C@H]1CN(C)C(=O)Nc1cccc2ccccc12,-5,-168,-4,-5,-8,-11,-1,2,-2
O=C(NN1C(=O)c2ccccc2C1=O)c1ccccc1[N+](=O)[O-],-12,10,-8,-8,-10,-44,4,0,-2
O=C(Cc1ccc(Cl)cc1)NCCS(=O)(=O)N1CCN(c2ccccc2F)CC1,-3,-6,-8,6,-8,-9,-2,0,-2

Returning to the listing; the 5 compounds before the break are reprinted first.
SMILES	UBC13 polyUb	SENP8 block-1	SENP8 block-2	SENP7 inh	PfGluPho inh	SENP6 block	SENP1 FRET inh	HKDC1 inh	MIN6 prolif
Cc1cc2cc(C(c3nnnn3Cc3ccco3)N3CCCCC3)c(=O)[nH]c2cc1C (stereo not drawn)	-9	-74	-4	-10	36	-33	-29	-10	-2
Cc1ccc(-n2ncc(C#N)c2/N=C/N(C)C)cc1	6	29	-4	-2	5	-6	3	-6	-1
CCOC(=O)C1C(C)N=C2SCC(=O)N2C1c1cccc(Br)c1 (stereo not drawn)	3	13	10	3	6	5	-3	-6	0
O=C(NN1C(=O)c2ccccc2C1=O)c1ccccc1[N+](=O)[O-]	-12	10	-8	-8	-10	-44	4	0	-2
COc1ccccc1C(=O)NC(=O)COC(=O)c1cnc(C)cn1	-1	6	-10	-6	-15	6	0	-1	-1
CCCCN1C=C(C(=O)OC)C(c2ccccc2Cl)C(C(=O)OC)=C1	11	-422	-5	3	15	23	-24	-12	-4
Cn1c(=O)c(C(=O)CSc2ccccc2)c(N)n(Cc2ccccc2)c1=O	-4	21	-4	-12	-8	-21	2	-3	-1
CN(C)C=Nc1ccc2nc3c(cc2c1)[nH]c1ccccc13	u	-286	3	9	80*	9	-24	19	-7
CCOC(=O)Nc1c(C)n(C)n(-c2ccccc2)c1=O	-9	12	-9	-13	-11	-10	-1	11	0
COCCCNC(=O)C(=O)NCCCOC(C)C	8	10	3	-4	-7	1	0	0	0
CCOC(=O)N1CCN(C(=O)C2CCN(S(=O)(=O)c3c(C)cc(C)cc3C)CC2)CC1	-5	11	6	2	-18	-13	2	-4	5
CC(=O)N(c1ccc(C(F)(F)F)cc1)S(=O)(=O)c1ccc(N2C(=O)CCC2=O)cc1	-7	3	-7	-1	0	-11	2	-5	0
Cc1ccc(C(=O)NCCOc2cccc(C)c2)cc1	7	0	1	0	-2	2	1	-3	1
COc1ccc(C(CNC(=O)Cc2cc(OC)c(OC)c(OC)c2)N2CCCC2)cc1 (stereo not drawn)	-8	1	-3	3	5	-7	-3	14	1
CC(=O)COc1ccccc1OC(=O)c1ccco1	4	0	2	3	5	0	-2	-11	0
COc1ccccc1C(=O)NCc1ccncc1	13	2	2	-1	4	1	1	3	-1
Cc1ccc2cccc(OCc3ccc(F)cc3)c2n1	10	-91	-4	-8	12	-23	1	-1	-1
O=C(CCCC(=O)NN=Cc1ccccc1Cl)NN=Cc1ccccc1Cl	x	8	x	x	86*	x	1	6	x
CCCCN(C)C(=O)Cn1nc(-c2ccc(Cl)cc2)ccc1=O	2	-3	6	7	-6	-7	-2	-2	-2
COc1cc(C2C(C(C)=O)=C(O)C(=O)N2CCN2CCOCC2)ccc1O (stereo not drawn)	4	13	-3	2	-8	5	-1	0	-4
Cc1ccc(NC(=O)N2CCc3ccccc3C2)c(C)c1	-1	8	9	-2	-5	-2	-1	-4	4
COc1ccc(N2CCN(C(c3cccs3)C(C)NC(=O)C(=O)N3CCCCC3)CC2)cc1 (stereo not drawn)	-20	6	-2	1	28	9	0	-7	3
COc1ccc(N2CCN(C(CNC(=O)c3ccco3)c3ccco3)CC2)cc1 (stereo not drawn)	-5	7	-1	-3	-10	-10	0	-2	-1
Cc1nc(CC(C)C)cc(C(=O)N2CCCC(CNS(=O)(=O)c3cccs3)C2)n1 (stereo not drawn)	-1	11	-3	3	-16	-5	1	-6	-2
O=C(CSCC(=O)N1CCOCC1)Nc1nc(-c2ccccc2)cs1	-5	18	-4	4	-17	8	2	-5	-1
CN(C(=O)COc1ccccc1C(=O)NCc1ccccc1)C1CCS(=O)(=O)C1 (stereo not drawn)	-4	-26	-6	-15	-15	-1	1	2	2
CC(C)(C)NC(=O)CN(Cc1cccs1)C(=O)CCN1CCc2ccccc21	-6	13	-2	-12	1	-8	-7	-9	-2
O=C(N1CCCCC1)N1CCN(S(=O)(=O)c2ccccc2)CC1	2	2	-6	7	1	9	1	-5	1
Cc1nc2sccn2c(=O)c1S(=O)(=O)N1CCN(c2cccc(Cl)c2)CC1	-2	7	-8	12	-11	-15	-1	1	-4
COc1ccc(OC)c(N(CC(=O)NCCSC2CCCCC2)S(=O)(=O)c2ccccc2)c1	2	13	14	-1	-4	-2	2	-4	0
Cc1ccc(S(=O)(=O)NCCCNS(=O)(=O)c2ccc(C)cc2)cc1	18	6	2	-3	1	10	-14	-1	-3
COc1ccc(C(=O)N/N=C(\C)CC(=O)N2CCN(C=O)CC2)cc1	-13	16	-14	-8	-9	-24	-1	8	-2
CCc1nc2ccccc2c(C(=O)OCc2nnc(-c3ccccc3)o2)c1C	11	8	-3	-4	-3	-13	2	3	-2
CCOC(=O)N1CN(C(=O)OCC)CN(C(=O)OCC)C1	-5	10	-9	-7	-1	-14	1	1	-2
